Bioassay records from PubChem.
HKDC1 inh – blocks human hexokinase HKDC1 activity. recombinant HKDC1, G6PDH/diaphorase resazurin coupled fluorescence. Q2TB90. inhibition, % at 20 µM. 340,000 tested, 0.16% active;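 active means inhibition above about 35% when tested at 20 µM, limit read from the data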;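 further: plate controls were DMSO wells with enzyme for no effect and DMSO wells lacking enzyme for full effect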
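Test system: recombinant HKDC1 (HK5) hexokinase enzyme, produced in-house / Doses: 20 µM test compound, 1% DMSO / Timing: 90 min, room temperature / Detection: G6PDH/diaphorase-coupled fluorescence, 1 mM NADP, 100 µM resazurin, 525/613 nm / Control set: DMSO wells with and without enzyme mix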
PfGluPho inh – PfG6PD (Plasmodium falciparum) enzyme inhibition. PfGluPho enzyme, NADPH resazurin-diaphorase fluorescence. inhibition, % at 20 µM. 350,000 tested, 0.78% active. AID 504690;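 active means inhibition reaching at least a set limit at 20 µM in the primary screen, cut at about 59% in these data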;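 further: 0% = DMSO wells with substrate and 100% = DMSO wells lacking glucose-6-phosphate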
Apaf1 inhib – human Apaf-1 inhibition; 330,000 tested, 0.71% active; inhibition, % at 20 µM; reconstituted apoptosome caspase-3 activity, DEVD-Rh110 fluorescence; O14727; AID 489030; active means inhibition of at least 40% at 20 µM;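 further: plate controls were DMSO wells for no effect and DEVD-CHO caspase inhibitor wells for full effect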
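System: reconstituted apoptosome with Apaf-1, cytochrome c, caspase-9, procaspase-3, dATP; Signal: Rh110 fluorescence intensity; Schedule: 30 min compound preincubation, 50 min activation, room temperature; Reagent: cytochrome c trigger plus (Z-DEVD)2-Rh110 caspase-3 substrate.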
SENP1 inh – inhibitors of human SENP1 SUMO protease catalytic domain; Q9P0U3; recombinant SENP1 catalytic domain, CyPet-SUMO1-YPet FRET cleavage; inhibition, % at 10 µM; 360,000 tested, 0.21% active; AID 624204;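 active means inhibition at least 30% at 10 µM, raw YFP signal under a set limit, fluorescence ratio 0.5 to 1.5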;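 further: 0% = enzyme with DMSO and 100% = no enzyme wells; some results filed as inactive read as strong as hits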
Target sequence (Q9P0U3 419-644 limits assumed): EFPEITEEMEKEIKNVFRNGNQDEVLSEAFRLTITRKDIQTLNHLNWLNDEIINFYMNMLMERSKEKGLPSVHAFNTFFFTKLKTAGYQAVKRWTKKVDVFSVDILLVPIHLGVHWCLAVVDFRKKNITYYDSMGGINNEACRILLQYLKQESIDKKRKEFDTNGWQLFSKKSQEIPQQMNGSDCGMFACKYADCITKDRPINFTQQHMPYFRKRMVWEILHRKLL
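Test system: hSENP1 catalytic domain, recombinant; Amount: 20 pM final SENP1 enzyme; Medium: Tris pH 8 buffer plus EDTA, NaCl, BME, BSA, NP40, catalase; Schedule: 50 min enzyme reaction, room temperature, light-protected; Technique: FRET fluorescence in CFP and YFP emission channels; Controls: no-enzyme wells low, DMSO-plus-enzyme wells high control.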
SENP7 inh – inhibitors of human SENP7 protease; recombinant SENP7, Z-RLRGG-aminoluciferin luminescence, 40 min; AID 434973; inhibition, % at 5 µM; 330,000 tested, 1.5% active; Q9BQF6;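 active means inhibition above about 50% at the single test dose, limit read from the data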;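 further: plate controls were DMSO with enzyme for no effect and no enzyme buffer wells for full effect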
Target sequence (Q9BQF6 706-1050 limits assumed): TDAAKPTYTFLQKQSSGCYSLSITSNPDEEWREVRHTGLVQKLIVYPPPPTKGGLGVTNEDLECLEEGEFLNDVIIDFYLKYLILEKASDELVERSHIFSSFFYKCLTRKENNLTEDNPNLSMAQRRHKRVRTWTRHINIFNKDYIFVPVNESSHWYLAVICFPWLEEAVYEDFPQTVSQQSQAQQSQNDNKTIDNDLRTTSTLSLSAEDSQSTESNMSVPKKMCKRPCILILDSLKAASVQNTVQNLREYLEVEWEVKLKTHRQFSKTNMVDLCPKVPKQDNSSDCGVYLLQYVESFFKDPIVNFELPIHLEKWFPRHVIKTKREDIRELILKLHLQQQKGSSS
SENP8 block-1 – inhibitors of human SENP8 protease | inhibition, % at 10 µM | 330,000 tested, 1.2% active | AID 2540 | purified SENP8, Z-RLRGG-aminoluciferin cleavage, luminescence; in the data active means inhibition above about 50%
Target sequence (Q96LD8 whole entry, looked up): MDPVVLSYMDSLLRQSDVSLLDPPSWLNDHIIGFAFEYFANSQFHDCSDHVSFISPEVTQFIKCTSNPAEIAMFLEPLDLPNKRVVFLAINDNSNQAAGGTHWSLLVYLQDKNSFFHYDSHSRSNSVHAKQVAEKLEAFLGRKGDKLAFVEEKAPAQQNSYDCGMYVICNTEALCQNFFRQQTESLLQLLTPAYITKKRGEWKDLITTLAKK
SENP8 block-2 – blocks human SENP8 cleavage of Nedd8 substrate. AID 602440. 360,000 tested, 0.64% active. recombinant SENP8, Nedd8 substrate fluorescence. Q96LD8. inhibition, % at 20 µM; in the data active means inhibition mostly above about 40%, no sharp cut-off; inactive means mostly below about 27%
SENP6 block – inhibitors of human SENP6 protease; Recombinant SENP6 catalytic domain, aminoluciferin luminescence; inhibition, % at 10 µM; 330,000 tested, 1.8% active; AID 2599; Q9GZR1;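 active means inhibition above about 50% at the single tested dose, limit read from the data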;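 further: plate controls were DMSO wells with enzyme for no effect and DMSO wells lacking enzyme for full effect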
Numbers without * were called inactive; · = no result given.

1: O=C(CNC(=O)c1ccco1)OCC(=O)c1ccc(Cl)cc1Cl
2: COc1ccc(OC)c(CN2CCN(C(=O)c3cccc(S(=O)(=O)Nc4ccccc4OC)c3)CC2)c1
3: COc1ccc(-n2c(C(C)(C)C)csc2=Nc2c(C)n(C)n(-c3ccccc3)c2=O)cc1
4: Cc1c(C(=O)N2CC[C@@H](N3CCC(O)CC3)[C@H](O)C2)[nH]c2ccc(Cl)cc12
5: COc1ccc(CCNC(=O)CN2CCN(Cc3ccccc3F)C2=O)cc1OC
6: Oc1ccccc1/C=N/NC(=S)NC1CC2C=CC1C2 (stereo not drawn)

| compound no. | 1 | 2 | 3 | 4 | 5 | 6 |
| --- | --- | --- | --- | --- | --- | --- |
| HKDC1 inh | -6 | -4 | -11 | 2 | -10 | -18 |
| PfGluPho inh | -27 | -7 | -5 | -5 | 3 | -17 |
| Apaf1 inhib | -24 | 33 | 9 | -1 | -21 | 13 |
| SENP1 inh | 1 | -1 | 1 | -61 | 2 | -109 |
| SENP7 inh | 4 | 5 | 12 | 1 | 5 | -1 |
| SENP8 block-1 | -2 | -16 | 2 | -1 | 3 | -1 |
| SENP8 block-2 | 11 | 1 | 18 | -8 | 27 | -116 |
| SENP6 block | -20 | -17 | 15 | -9 | -18 | -7 |

7: Cc1ccc(C(=O)NC2CC(C)(C)NC(C)(C)C2)cc1C
8: O=C(Nc1cccc(S(=O)(=O)N2CCCCCC2)c1)C1CCC1
9: CN=C1C([N+](=O)[O-])=CC=C2C1=NC1(CCCCC1)N2O
10: COc1ccc(C2CC(=O)N3CN(c4ccccc4F)CSC3=C2C#N)cc1OC (stereo not drawn)
11: O=C(c1ccc(F)cc1F)N1CCCc2ccccc21
12: CCn1c(Cc2ccccc2)nnc1SCC(=O)Nc1ccccc1F

| compound no. | 7 | 8 | 9 | 10 | 11 | 12 |
| --- | --- | --- | --- | --- | --- | --- |
| HKDC1 inh | -5 | -1 | -12 | 8 | -2 | -12 |
| PfGluPho inh | 5 | 12 | -14 | 68* | 7 | 16 |
| Apaf1 inhib | 3 | 2 | 7 | 7 | · | -5 |
| SENP1 inh | 4 | 0 | 3 | -37 | 1 | 2 |
| SENP7 inh | -2 | -6 | 9 | 14 | · | 3 |
| SENP8 block-1 | 4 | 7 | 5 | -7 | · | 3 |
| SENP8 block-2 | 28 | 4 | 31 | 6 | 17 | 13 |
| SENP6 block | -13 | 0 | 17 | -17 | · | -6 |

Quoted at random: two records from the list.
3: COc1ccc(-n2c(C(C)(C)C)csc2=Nc2c(C)n(C)n(-c3ccccc3)c2=O)cc1
5: COc1ccc(CCNC(=O)CN2CCN(Cc3ccccc3F)C2=O)cc1OC

| compound no. | 3 | 5 |
| --- | --- | --- |
| HKDC1 inh | -11 | -10 |
| PfGluPho inh | -5 | 3 |
| Apaf1 inhib | 9 | -21 |
| SENP1 inh | 1 | 2 |
| SENP7 inh | 12 | 5 |
| SENP8 block-1 | 2 | 3 |
| SENP8 block-2 | 18 | 27 |
| SENP6 block | 15 | -18 |

(list continues)
13: Cc1cccc(-c2nnc(NC(=O)c3ccc(N4C(=O)CCC4=O)cc3)s2)c1
14: CCc1ccc(NC(=O)CN2C(=O)CSC2=O)cc1
15: COc1ccc(NS(=O)(=O)c2ccc3c(c2)Cc2ccccc2-3)cn1
16: C#CCOCCOCCOCCNc1nc(N2CCN(C(=O)Cn3cc(CCO)nn3)CC2)nc(N2CCN(C(=O)[C@H]([C@@H](C)CC)n3cc(CCCN=C(N)N)nn3)CC2)n1
17: COc1cccc(CNC(=O)Cc2ccc(NC(=O)C3=C(C)OCCS3)cc2)c1
18: CC1CCN(C(NC(=O)c2ccco2)C(=O)c2ccccc2)CC1 (stereo not drawn)

| compound no. | 13 | 14 | 15 | 16 | 17 | 18 |
| --- | --- | --- | --- | --- | --- | --- |
| HKDC1 inh | -4 | -10 | 1 | -4 | -1 | 1 |
| PfGluPho inh | -23 | -9 | -19 | 7 | 13 | 0 |
| Apaf1 inhib | 9 | -5 | -3 | · | -9 | 8 |
| SENP1 inh | -8 | -1 | -6 | 0 | -3 | -3 |
| SENP7 inh | -1 | 1 | -4 | · | -5 | -11 |
| SENP8 block-1 | -5 | -5 | -8 | · | -4 | 2 |
| SENP8 block-2 | -292 | 32 | 4 | 15 | 4 | 16 |
| SENP6 block | -4 | 3 | -11 | · | -10 | -10 |

19: Cc1cc(/C=C(\C#N)C(=O)Nc2ccc(Cl)cc2)c(C)n1-c1ccc(N2CCOCC2)c([N+](=O)[O-])c1
20: COc1ccccc1C(=O)Nc1cc(C)ccc1NC(=O)c1ccco1
21: COc1ccc(-n2c(=S)[nH]c3cc(C(=O)NCc4ccccc4)ccc3c2=O)c(OC)c1
22: O=C(Nc1ccc(Cl)c(Cl)c1)C1=Cc2ccccc2OC1
23: Cc1ccc(NC(=O)Cn2sc3nc(C)cc(C)c3c2=O)c(Cl)c1
24: CCN(CC)CCN(C(=O)c1ccc(CN2CCCCC2)o1)C(C(=O)NC1CCCCC1)c1ccc(F)cc1 (stereo not drawn)

| compound no. | 19 | 20 | 21 | 22 | 23 | 24 |
| --- | --- | --- | --- | --- | --- | --- |
| HKDC1 inh | -8 | -7 | 7 | -2 | 3 | -11 |
| PfGluPho inh | -1 | -4 | -26 | 52 | 100* | 0 |
| Apaf1 inhib | 0 | 4 | 16 | 16 | -5 | 11 |
| SENP1 inh | -1 | 1 | 1 | 2 | -1 | 1 |
| SENP7 inh | 6 | -3 | 1 | -14 | -6 | -4 |
| SENP8 block-1 | 6 | 0 | 1 | -11 | -1 | -5 |
| SENP8 block-2 | 12 | 6 | 14 | -66 | 16 | 14 |
| SENP6 block | 2 | 5 | -1 | 3 | -10 | -12 |

Ten structures already listed, ordered by SMILES length, smallest number first:
14: CCc1ccc(NC(=O)CN2C(=O)CSC2=O)cc1
22: O=C(Nc1ccc(Cl)c(Cl)c1)C1=Cc2ccccc2OC1
20: COc1ccccc1C(=O)Nc1cc(C)ccc1NC(=O)c1ccco1
23: Cc1ccc(NC(=O)Cn2sc3nc(C)cc(C)c3c2=O)c(Cl)c1
15: COc1ccc(NS(=O)(=O)c2ccc3c(c2)Cc2ccccc2-3)cn1
17: COc1cccc(CNC(=O)Cc2ccc(NC(=O)C3=C(C)OCCS3)cc2)c1
13: Cc1cccc(-c2nnc(NC(=O)c3ccc(N4C(=O)CCC4=O)cc3)s2)c1
21: COc1ccc(-n2c(=S)[nH]c3cc(C(=O)NCc4ccccc4)ccc3c2=O)c(OC)c1

| compound no. | 14 | 22 | 20 | 23 | 15 | 17 | 13 | 21 |
| --- | --- | --- | --- | --- | --- | --- | --- | --- |
| HKDC1 inh | -10 | -2 | -7 | 3 | 1 | -1 | -4 | 7 |
| PfGluPho inh | -9 | 52 | -4 | 100* | -19 | 13 | -23 | -26 |
| Apaf1 inhib | -5 | 16 | 4 | -5 | -3 | -9 | 9 | 16 |
| SENP1 inh | -1 | 2 | 1 | -1 | -6 | -3 | -8 | 1 |
| SENP7 inh | 1 | -14 | -3 | -6 | -4 | -5 | -1 | 1 |
| SENP8 block-1 | -5 | -11 | 0 | -1 | -8 | -4 | -5 | 1 |
| SENP8 block-2 | 32 | -66 | 6 | 16 | 4 | 4 | -292 | 14 |
| SENP6 block | 3 | 3 | 5 | -10 | -11 | -10 | -4 | -1 |

19: Cc1cc(/C=C(\C#N)C(=O)Nc2ccc(Cl)cc2)c(C)n1-c1ccc(N2CCOCC2)c([N+](=O)[O-])c1
16: C#CCOCCOCCOCCNc1nc(N2CCN(C(=O)Cn3cc(CCO)nn3)CC2)nc(N2CCN(C(=O)[C@H]([C@@H](C)CC)n3cc(CCCN=C(N)N)nn3)CC2)n1

| compound no. | 19 | 16 |
| --- | --- | --- |
| HKDC1 inh | -8 | -4 |
| PfGluPho inh | -1 | 7 |
| Apaf1 inhib | 0 | · |
| SENP1 inh | -1 | 0 |
| SENP7 inh | 6 | · |
| SENP8 block-1 | 6 | · |
| SENP8 block-2 | 12 | 15 |
| SENP6 block | 2 | · |

Next part
25: O=C1c2ccccc2C(=O)N1CC(O)COc1ccc(Br)cc1 (stereo not drawn)
26: CCOC(=O)Cn1c(=O)oc2cc(S(=O)(=O)N3CCCc4ccccc43)ccc21
27: Cc1cnc(NC(=O)CSc2nnc(-c3ccccc3)n2Cc2ccccc2)s1
28: COc1ccc(/C=N/NC(=O)CSCC(=O)Nc2ccccc2)cc1
29: CCOC(=O)C1CCCN(S(=O)(=O)c2ccc(NC(C)=O)cc2)C1 (stereo not drawn)
30: c1ccc(CCNc2ncnc3sccc23)nc1

| compound no. | 25 | 26 | 27 | 28 | 29 | 30 |
| --- | --- | --- | --- | --- | --- | --- |
| HKDC1 inh | -7 | -4 | -2 | 0 | -10 | -4 |
| PfGluPho inh | 8 | 11 | -6 | 5 | -8 | 6 |
| Apaf1 inhib | 2 | 7 | 17 | -8 | -3 | -14 |
| SENP1 inh | 0 | 0 | 2 | 4 | 3 | -41 |
| SENP7 inh | -6 | 2 | 6 | -4 | -3 | -2 |
| SENP8 block-1 | 4 | 4 | 3 | -7 | -8 | -1 |
| SENP8 block-2 | 22 | 8 | 31 | 8 | 11 | -14 |
| SENP6 block | 20 | -4 | 13 | -15 | -12 | -21 |
